Screening results deposited in PubChem by National Center for Advancing Translational Sciences (NCATS).
SMN2 splice enh: increases expression of the SMN2 splice variant | actives 2.8% (n = 210,000) | HEK293 SMN2-luciferase splicing reporter, luminescence, 30-36 h | Potency, µM (doses to about 46.1 µM), without a hit: at the top dose activity change, positive = activation, actives largely listed as activators | AID 1458; note: % of control where 0% means no effect; nearly all actives have a fitted effect of over 55% in size
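qHTS luciferase splicing reporter: luminescence rises when SMN2 exon 7 is included in transfected HEK293 cells. Compound exposure lasted 30-36 h at 37C, with 4.5 mM final sodium butyrate as control, followed by a ONE-Glo read.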
Tau fibril ThT: blocks human tau fibril formation measured by thioflavin T; Potency, µM (doses to about 57.4 µM), inactives show at the highest dose activity, negative = inhibition, actives largely listed as inhibitors; actives 2.1% (n = 270,000); AID 1460; recombinant tau K18 P301L (four-repeat tau fragment), heparin-induced fibrillization, ThT fluorescence; P10636; note: % is set by controls: 0 for no effect and ±100 for the full control effect; nearly all actives have a fitted effect of over 55% in size
Target sequence (P10636 561-689 P618L limits assumed): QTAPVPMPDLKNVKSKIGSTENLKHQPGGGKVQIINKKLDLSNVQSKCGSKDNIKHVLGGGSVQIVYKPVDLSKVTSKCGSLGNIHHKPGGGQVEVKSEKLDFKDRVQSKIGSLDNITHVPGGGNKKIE
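In this qHTS, human K18 P301L tau is incubated with compound and heparin for 6 hr at 37 C, and Thioflavin T fluorescence then reports fibril load.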
* = called active by the depositor; ? = inconclusive; [ ] = another dose, or the depositor's remark. Calls come from the whole dose curve; as a rule, active = well fitted curve in the direction sought with a large enough effect; inconclusive = small, poorly fitted or top-dose-only effect, or another doubt; inactive = no such curve, though single readings can be large; an effect the other way counts as inactive or inconclusive. Potency is the fitted concentration of half-maximal effect. Only part of the results is shown. The share of hits here may be higher or lower than overall.

SMILES | SMN2 splice enh | Tau fibril ThT
Cc1cccc(NC2=CC(c3cccc(Br)c3)N(c3cccc(C)c3)C2=O)c1 (stereo not drawn) | 12% | -11%
Cc1ccc(OCCn2c(COc3ccc(Cl)cc3)nc3ccccc32)cc1 | -8% | -7%
CCN(Cc1ccccc1)C(=O)c1cc2c(s1)-c1c(C)cccc1OC2 | 7% | -10%
Cc1nnc2c(Nc3cccc(O)c3)nc3ccccc3n12 | 22% | 0%
CC(=O)c1c(C)n(-c2cccc(C)c2)c2ccc(OC(=O)COc3ccccc3)cc12 | -36%[inhibitor] | -16%
CCOC(=O)c1ccc(NC(=O)CC2C(=O)N(c3ccc(F)cc3)C(=O)N2Cc2ccc(C)cc2)cc1 (stereo not drawn) | -4% | 0%
Cc1ccc(C(C)C)c(OCC(=O)Nc2cccc(-c3nc4ncccc4o3)c2)c1 | -2% | -16%
Cc1ccc(S(=O)(=O)n2nc(-c3ccco3)nc2NCc2ccccc2Cl)cc1 | ? | -3%
COc1ccc2nc(NC(=O)c3cc(=O)c4cc(C)cc(C)c4o3)sc2c1 | -8% | ?
Cc1cc(C)n(-c2nc3ccccc3nc2Nc2cccc(C(=O)NCCc3ccccc3)c2)n1 | 0% | 4%
CCCCOC(=O)c1ccc(NC(=O)c2cnc3ccc(C)cn3c2=O)cc1 | -6% | -10%
CCOc1ccc(C2C(C(=O)Nc3ccccc3)=C(C)Nc3nc(-c4ccccc4)nn32)cc1OC (stereo not drawn) | -14% | ?
CCOc1ccc(CCNC(=O)c2cc3c(s2)-c2ccccc2OC3)cc1OCC | -26% | -17%
COc1ccc(S(=O)(=O)N(CCc2ccccc2)CC(=O)NCc2ccccc2)cc1OC | -13% | -8%
Cn1c(=O)c2c(c3ccccc31)OC(=O)CC2c1cccc(F)c1 (stereo not drawn) | 0% | -7%
COc1ccc2c(c1)c(=O)c(C(=O)c1ccccc1)cn2CC(=O)Nc1ccc2c(c1)OCO2 | -1% | -10%
COc1ccc(Nc2cc(C(=O)NC3CCCC3)c3ccccc3n2)c(OC)c1 | -24% | -8%
CC(=O)N1N=C(c2ccc(C)cc2)CC1c1cn(-c2ccccc2)nc1-c1cccs1 (stereo not drawn) | 2% | ?
Cc1ccc(CNC(=O)c2cc3sccc3n2Cc2ccc(Cl)cc2)cc1 | -2% | 2%
CCOc1ccccc1NC(=O)CN1C(=O)CC(c2ccc(OC)c(OC)c2)Sc2ccccc21 (stereo not drawn) | 7% | ?
Cc1ccc(CNC(=O)CSCc2nc(-c3ccc(Cl)cc3)oc2C)cc1 | -9% | -7%
COc1ccc(/C=C(\C#N)c2nc(-c3cc4c(ccc5ccccc54)oc3=O)cs2)cc1O | -8% | ?
O=C(CSc1oc(-c2ccc(F)cc2)nc1S(=O)(=O)c1ccccc1)NC1CCCCC1 | 2% | -8%
COc1ccc(C2C(C(=O)Nc3ccc(C)cc3C)=C(C)Nc3nc(SC)nn32)cc1OC (stereo not drawn) | 4% | 5%
CCOC(=O)CN(Cc1ccccc1)C(C(=O)NC1CCCCC1)c1ccc(OC)cc1 (stereo not drawn) | -7% | ?
COc1ccc(NC(=O)Cn2cc(C(=O)c3ccccc3)c(=O)c3cc(OC)ccc32)c(OC)c1 | -15% | 9%
COc1cccc(CNC(=O)CCc2c(C)c3ccc(O)c(C)c3oc2=O)c1 | -10% | 4%
Cc1cc(C)cc(C(=O)Nc2cc(C(F)(F)F)ccc2N2CCN(c3ccccc3)CC2)c1 | -9% | -2%
O=C(Cn1cc2c(n1)CCCC2)Nc1cc(C(F)(F)F)ccc1Cl | -6% | 6%
Cc1ccc(Nc2c(-c3cccnc3)nc3ccc(C)cn23)cc1 | 2% | -15%
CCCCOc1ccc(Cn2c(=O)oc3ccc(C)cc32)cc1 | -7% | 5%
CCc1nnc(NC(=O)c2nc(SC)ncc2Cl)s1 | 10% | -4%
COc1ccc(N2CCN(C(=O)CCc3c(C)nc4cc(-c5cccc(F)c5)nn4c3C)CC2)cc1 | 5% | ?
Cc1cccc2c1-c1sc(C(=O)Nc3ccccc3C(N)=O)cc1CO2 | ? | ?
CCOc1ccc(C(=O)N2CCCCC2CCN2CCOCC2)cc1 (stereo not drawn) | 3% | -14%
Cc1c(C(=O)Nc2ccc(-c3nc4cc(Cl)ccc4o3)cc2)oc2ccccc12 | -3% | -10%
CCc1ccc(NC(=O)C2CCCN(S(=O)(=O)c3c(C)noc3/C=C/N(C)C)C2)cc1 (stereo not drawn) | 2% | ?
COc1ccccc1CNC(=O)CCc1c(C)c2cc3c(C)c(C)oc3cc2oc1=O | 2% | -10%
CCOc1ccc(NC(=O)c2oc3ccccc3c2NC(=O)Cc2ccc(F)cc2)cc1 | 2% | -3%
CC(C)c1ccc(NS(=O)(=O)c2ccc3[nH]cc(C(=O)NC4CCCC4)c(=O)c3c2)cc1 | 2% | 10%
COc1ccc(NC(=O)Cn2c(CCC(=O)O)ccc2-c2ccccc2)cc1Cl | 5% | -12%
CCC1(C)Cc2c(sc3nc(SC)n(-c4ccc(C)cc4)c(=O)c23)CO1 (stereo not drawn) | -14% | -11%
NC(=O)c1c(NC(=O)c2cc(-c3ccc(F)cc3)on2)sc2c1CCCC2 | 4% | 32µM*
COc1ccc(NC(=O)CSc2nc(-c3cccs3)cc(C(F)(F)F)n2)c(OC)c1 | 5% | 6%
O=C(CSc1oc(-c2cccs2)nc1S(=O)(=O)c1ccccc1)Nc1ccc(F)cc1 | -2% | -8%
CCOc1ccc(CN2C(=O)c3ccccc3Sc3ccc(C(=O)NCCCN4CCOCC4)cc32)cc1 | -34%[inhibitor] | -14%
CCOc1ccc(C2C(C(N)=O)=C(C)Nc3nc(-c4cccc(Cl)c4)nn32)cc1OC (stereo not drawn) | -1% | ?
Cc1cc(NS(=O)(=O)c2ccc(NC(=O)COc3c(C)ccc(C)c3C)cc2)nc(C)n1 | 0% | ?
Cc1ccn2c(=O)c(C(=O)Nc3ccc(F)c(C(F)(F)F)c3)cnc2c1 | -2% | -2%
CCOc1cc(CNC(=O)c2cc(-c3ccc(Cl)s3)nc3ccccc23)ccc1OC | -9% | -2%
Next results.
SMILES | SMN2 splice enh | Tau fibril ThT
COc1ccccc1-c1nnc(C2CCN(C(=O)c3ccc(C)cc3)CC2)o1 | -9% | -11%
CCOc1ccc(NC(=O)NCCCN2CCN(c3ccc(F)cc3)CC2)cc1 | -13% | ?
Cc1ccc(CNS(=O)(=O)c2c(C)nc3scc(C)n3c2=O)cc1 | 6% | 13%
CCC(=O)N1c2ccc(S(=O)(=O)CCC(=O)NCc3cccc(OC)c3)cc2CC1C (stereo not drawn) | -3% | -2%
COc1cccc(-c2cc(C(=O)Nc3cnn(Cc4ccc(Cl)cc4Cl)c3)no2)c1 | -4% | -2%
CC(=O)c1cccc(NC(=O)CCCSc2nc(-c3ccco3)cc(C(F)(F)F)n2)c1 | -26% | -6%
CCCn1cc(S(=O)(=O)c2ccc(CC)cc2)c(=O)c2ccccc21 | -12% | 4%
COc1ccc(/C=C/C(=O)Nc2ccc(Cl)c(Cl)c2)cc1OC | -29% | ?
COc1ccc(C(=O)N2CC(=O)Nc3ccc(F)cc3C2c2ccc(F)cc2)c(OC)c1 (stereo not drawn) | 6% | -13%
Cc1cc(NC(=O)c2ccc3c(c2)OCCO3)cc(-c2nc3ccccc3o2)c1O | -1% | 4%
COc1cc(C(=O)Nc2cc3c(cc2C)n(C)c(=O)c(=O)n3C)cc(OC)c1OC | 9% | -14%
Cc1nn(-c2ccccc2)c2sc(C(=O)Nc3cccc(Cl)c3)cc12 | -6% | ?
CCCN(C(=O)c1cc2c(=O)n(CC)c3ccccc3c2s1)c1ccccc1F | 0% | ?
CCN1CCN(Cc2c(O)ccc3oc(C)c(C(=O)Nc4cccc(Cl)c4C)c23)CC1 | 5% | -4%
Cc1cccn2c3c(c(=O)nc12)C(c1cccc(F)c1)CC(=O)N3 (stereo not drawn) | 1% | -7%
COc1ccc(CC(=O)Nc2sc3c(c2C(=O)Nc2ccc(C)cc2)CCCCC3)cc1 | -13% | ?
CCc1ccccc1N1CC(c2nc3ccccc3n2CCCCOc2ccccc2)CC1=O (stereo not drawn) | -27% | ?
O=C1C2=C(Nc3ccccc3SC2c2ccc(C(F)(F)F)cc2)c2ccccc21 (stereo not drawn) | -74%[inhibitor] | ?
CCOc1ccc(NC(=O)CC2C(=O)N(c3ccc(C)cc3)C(=O)N2CCC2=CCCCC2)cc1 (stereo not drawn) | 19% | -3%
O=C(CCCCCn1c(=O)c2sccc2n(Cc2ccc(Cl)cc2)c1=O)NCc1ccc2c(c1)OCO2 | -3% | 8%
COc1ccccc1-c1cc(C(F)(F)F)nc(S(=O)(=O)CCCC(=O)Nc2ccccc2F)n1 | -83%[inhibitor] | -6%
CCOC(=O)C(Cc1c[nH]c2ccccc12)NC(=O)COc1ccc(Cl)c(C)c1 (stereo not drawn) | -12% | -6%
O=C(Nc1cc(-c2nc3ccccc3o2)ccc1Cl)c1cccc2c(Cl)cccc12 | 11% | ?
CCOC(=O)Cn1c(-c2cccs2)cc2cc(Cl)ccc21 | -17% | -12%
O=C(O)CCc1ccc(-c2ccccc2)n1-c1ccc(C(=O)O)cc1 | 17% | -13%
CC1(C(=O)Nc2cccc(C(F)(F)F)c2)Cc2ccccc2C(=O)O1 (stereo not drawn) | 5% | -4%
Cc1ccccc1Nc1c(-c2c[nH]c3ccccc23)nc2cccc(C)n12 | 11µM* | -3%
Cc1ccccc1Nc1c2c(nc3nncn13)CCC2 | -11% | 2%
COC(=O)c1ccccc1NC(=O)CCc1c(C)nc2cc(-c3ccc(Cl)cc3)nn2c1C | -32%[inhibitor] | -12%
CN(C)C(=O)c1c(NC(=O)c2ccccc2F)sc2c1CCCC2 | -11% | -8%
CCN(CC)C(=O)c1ccc(Nc2nnc(-c3ccc(C)c(S(=O)(=O)NC)c3)c3ccccc23)cc1 | -32%[inhibitor] | 2%
CCCCc1ccc(NC(=O)c2cc3c(=O)n4ccccc4nc3s2)cc1 | 6% | -4%
Cc1coc2c1c(C)cc1oc(=O)c(CC(=O)NCc3ccc(Cl)cc3)c(C)c12 | 13% | -16%
CCCOc1ccc(CNC(=O)C2CCN(c3nn4c(=O)cc(C)nc4s3)CC2)cc1 | 12% | ?
COc1ccc(CCNC(=O)c2ccc(Cn3c(=O)c4ccccc4n(Cc4ccccc4Cl)c3=O)cc2)cc1OC | -3% | 2%
Cc1ccsc1CN(C(=O)c1oc2cc(Br)ccc2c1C)C1CCS(=O)(=O)C1 (stereo not drawn) | 24% | -3%
COc1ccc(-n2c(-c3ccc(Cl)cc3)cc3c2CC(C)(C)CC3=O)c(OC)c1 | -10% | -16%
CCOc1ccccc1NC(=O)c1sc2nc(-c3ccc(OC)cc3)ccc2c1N | ? | ?
CN(C)c1cccc(C(=O)N2CCC(c3c[nH]c4ccccc34)(c3c[nH]c4ccccc34)CC2)c1 | 10% | 2%
COc1ccc(-n2c(=O)c3ccccc3n(Cc3ccc(F)cc3Cl)c2=O)cc1OC | -6% | -1%
COc1cccc(CNC(=O)Cn2c(=O)oc3cc(S(=O)(=O)N4CCCC4)ccc32)c1 | -8% | 1%
CCOc1ccc2ncc3c(-c4ccc(C)cc4)nn(-c4cccc(F)c4)c3c2c1 | -1% | -1%
COc1ccc(-c2nc(SCC(=O)Nc3ccc4c(c3)OCCO4)c(-c3ccc(F)cc3)[nH]2)cc1 | 4% | -1%
CCNC(=O)CC1C(=O)N(c2cccc(OC)c2)C(=O)N1Cc1ccc(OC)c(OC)c1 (stereo not drawn) | 1% | 3%
